Assay outcomes deposited in PubChem by The Scripps Research Institute Molecular Screening Center.
TTR transcr act: increases transthyretin transcription. actives 1.3% (n = 92,000). SH-SY5Y TTR promoter Gaussia luciferase, luminescence; 100% = recombinant luciferase protein wells. AID 1117267. activation, % at 16.7 µM;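 active = activation above the mean of all tested compounds plus 3 SD, cut at about 9.5% in these data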;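 note: cells exposed to compounds for one day before reading; 0% = median of all test compound wells on the plate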
* = called active by the depositor. A portion of the library (hit frequency here may not be typical).

TTR transcr act | SMILES
0.0 | CC[C@@H]1C=C(C(=O)O)[C@H](c2ccc(Cl)cc2)N1S(=O)(=O)c1ccc(C)cc1
3.9 | O=C(Nc1cccc(Cl)c1)c1nc[nH]c1C(=O)NCCCNC(=O)c1[nH]cnc1C(=O)Nc1cccc(Cl)c1
1.4 | Cn1c(NC(=O)CCc2ccccc2)cc(=O)n(C)c1=O
0.0 | CCOc1cc(OCC)cc(C(=O)N2CCC[C@H]2C(=O)N2CCC[C@H]2C(=O)N(C)Cc2ccccc2)c1
2.8 | CCS(=O)(=O)N1Cc2ccccc2CC1C(=O)Nc1nccs1 (stereo not drawn)
-0.7 | CCCc1nc2nc(C)c(NS(=O)(=O)c3ccc(C)c(C)c3)c(=O)n2[nH]1
-0.3 | COc1ccc(C2=NN(C(=O)CN3CCCC3)C(c3ccc(OC)cc3)C2)cc1 (stereo not drawn)
0.3 | N#C/C(=C\c1cccnc1)c1nc2ccccc2[nH]1
-0.2 | O=C(O)/C=C\C(=O)Nc1cc(O)ccc1[N+](=O)[O-]
0.2 | O=Cc1c(N2CCC3(CC2)OCCO3)nc2ccccn2c1=O
2.1 | COc1cc(/C=N/NC(=O)c2ccccc2)ccc1O
3.6 | CC(=O)N=c1c(C#N)cc2c(=O)n3cccc(C)c3nc2n1CCCOC(C)C
-0.3 | COc1ccccc1N=NC1C(=O)N(C(N)=S)N=C1C (stereo not drawn)
-0.5 | O=c1[nH]c(-[n+]2ccccc2)c(/C=N/NC([S-])=Nc2ccccc2)s1
-0.5 | CCOc1ccc(N=C(C)C2=C(O)c3ccccc3C2=O)cc1

Two records picked at random from those above, as already listed:
TTR transcr act | SMILES
1.4 | Cn1c(NC(=O)CCc2ccccc2)cc(=O)n(C)c1=O
-0.5 | CCOc1ccc(N=C(C)C2=C(O)c3ccccc3C2=O)cc1

Of the compounds above, two have a cyano group:
TTR transcr act | SMILES
0.3 | N#C/C(=C\c1cccnc1)c1nc2ccccc2[nH]1
3.6 | CC(=O)N=c1c(C#N)cc2c(=O)n3cccc(C)c3nc2n1CCCOC(C)C

Continued:
TTR transcr act | SMILES
1.0 | COc1ccc(CNC(=O)C2CCCN(S(=O)(=O)c3ccc4c(c3)CCCN4C(C)=O)C2)cc1 (stereo not drawn)
-0.3 | CCc1cc(=O)oc2cc(OCC(=O)NCC3CCC(C(=O)O)CC3)ccc12 (stereo not drawn)
-1.4 | CN(C)S(=O)(=O)c1ccc(C(=O)Nc2nnc(-c3ccco3)o2)cc1
1.7 | CN1/C(=C/C2CC(=O)NC2=O)C(C)(C)c2ccccc21 (stereo not drawn)
1.9 | CCCc1ccc(NS(=O)(=O)c2c(C)oc(C)c2C(=O)OC)cc1
1.4 | Cc1cccc(C)c1OCCN1CCOCC1
-0.8 | COc1ccc2c(c1)CSC(c1ccccc1)C2=O (stereo not drawn)
-3.5 | CC1CC(NS(=O)(=O)c2cccs2)CC(C)(C)C1 (stereo not drawn)
1.5 | COC(=O)c1cc(NC(=O)CN2CCN(C(C)=O)CC2)cc(C(=O)OC)c1
-0.1 | CCCCN1CC(N(C)CCN(C)C)CS1(=O)=O (stereo not drawn)
-0.6 | CCOc1cccnc1Sc1ccccc1
0.4 | O=C(COC(=O)c1c2c(nc3ccccc13)/C(=C\c1cccs1)CCC2)Nc1ccccc1Cl
-0.9 | Cc1c(NS(=O)(=O)c2ccc3[nH]c(=O)[nH]c3c2)c(=O)n(-c2ccccc2)n1C
1.4 | Cc1ccc(-c2nnn(CC(=O)N(CC(=O)NC3CCCCC3)c3ccc(F)c(Cl)c3)n2)o1
2.5 | CCOC(=O)COc1ccc2c(c1)C(=O)CC1(CCCCC1)O2

Brought forward from above: three entries, then new ones.
TTR transcr act | SMILES
-0.9 | Cc1c(NS(=O)(=O)c2ccc3[nH]c(=O)[nH]c3c2)c(=O)n(-c2ccccc2)n1C
1.4 | Cc1ccc(-c2nnn(CC(=O)N(CC(=O)NC3CCCCC3)c3ccc(F)c(Cl)c3)n2)o1
2.5 | CCOC(=O)COc1ccc2c(c1)C(=O)CC1(CCCCC1)O2
0.1 | CCCC(=O)Nc1ccc(C(=O)NCC(=O)OCC)cc1
1.6 | Cc1ccccc1NC(=O)CCS(=O)(=O)c1ccc(Br)s1
3.8 | CC1S/C(=N/N=C/c2cccc([N+](=O)[O-])c2)NC1=O (stereo not drawn)
-0.7 | CN(C)c1ccc(NC(N)=S)cc1
-0.4 | NC(=O)c1ccc(NC(=O)c2cccc(Oc3ccccc3)c2)cc1
-1.6 | CCOc1ccc(N2CCc3c(C)nc(SC)nc32)cc1
-2.3 | COc1ccc(C(C(=O)NC(C)(C)C)N(Cc2ccc(C)cc2)C(=O)CCC(=O)Nc2cc(C)on2)cc1 (stereo not drawn)
1.8 | Cc1cccc(C2(c3cccc(C)c3)OC(=O)c3ccccc32)c1
0.5 | COC(=O)c1ccc2nc(-c3cccc(Cl)c3)c(Cc3ccccc3OC)n2c1
0.4 | CN1c2ccsc2C(=O)/C(=C\Nc2cccc(C(F)(F)F)c2)S1(=O)=O
-2.0 | CCOC(=O)c1ccc(NC(=O)NC2CCN(CC(=O)NCc3ccc4c(c3)OCO4)CC2)cc1
4.2 | O=C(NCc1ccco1)C1CCN(Cc2ccc(F)cc2)CC1
-1.6 | Fc1ccc(-c2ccc3c(c2)C2CC3CCN2Cc2ccc3c(c2)OCO3)cc1 (stereo not drawn)
1.4 | Cc1ccc(C(=O)NC(C)C2CCCO2)o1 (stereo not drawn)
-1.7 | CCN(CC)CCOC(=O)c1ccc(N/C=C(/C#N)c2nc(-c3cccc(OC)c3)cs2)cc1

A different layout for 3 compounds above:
molecule: Cc1ccccc1NC(=O)CCS(=O)(=O)c1ccc(Br)s1
  TTR transcr act = 1.6

molecule: CC1S/C(=N/N=C/c2cccc([N+](=O)[O-])c2)NC1=O (stereo not drawn)
  TTR transcr act = 3.8

molecule: CN(C)c1ccc(NC(N)=S)cc1
  TTR transcr act = -0.7

(listing goes on)
TTR transcr act | SMILES
-1.5 | O=C(CSCc1nc2ccccc2[nH]1)Nc1ccccc1
-1.7 | CC(C)C(=O)Nc1cccc(NC(=O)CCN2C(=O)c3ccccc3S2(=O)=O)c1
0.0 | CCN(CC)c1ccc(NC(=S)NC(=O)C2CCC2)cc1
1.6 | NS(=O)(=O)c1ccc(NC(=O)COC(=O)C2CCCCC2)cc1
1.0 | CSc1nc2cc(C)nn2c(-c2ccccc2)c1C#N
1.4 | C=CCN1C=C2C(=O)C(C)(OC(=O)CC)C(=O)C=C2C=C1CCCC (stereo not drawn)
-2.1 | Nc1cccc(Oc2c(F)c(F)c(Oc3cccc(N)c3)c(F)c2F)c1
-1.0 | O=C(COc1ccccc1Cl)Nc1nnc(S(=O)(=O)N2CCCCCC2)s1
0.5 | Cc1ccc(S(=O)(=O)Nc2ccc3c(c2)C(=O)N([C@@H](C)CO)C[C@@H](C)[C@@H](CN(C)C(=O)NC2CCCCC2)OCCCC[C@H](C)O3)cc1
-0.3 | CCn1c(COc2ccccc2)nc2ccccc21
0.1 | C=CCNC(=O)C1CCN(S(=O)(=O)c2ccc(Br)cc2)CC1
-0.6 | COC(=O)C[C@H]1C[C@@H]2c3cc(NC(=O)Nc4ccc(F)cc4)ccc3O[C@@H]2[C@@H](CO)O1
1.5 | Cc1ccc(NC(=O)c2ccccc2OCc2ccc([N+](=O)[O-])cc2)nc1
-2.0 | COc1cc(OC)cc(-c2c(-c3cccs3)c3cc(-c4ccc(OC)nc4)ccc3n2C)c1
-0.9 | COc1ccccc1N1CCN(C(=O)c2cccc3c(=O)c(C)c(-c4ccccc4)oc23)CC1
2.7 | CCc1ccc(C(=O)N2CCCC2)s1
0.1 | COc1ccc(CC(=O)Nc2c3c(nn2-c2cccc(C)c2C)CS(=O)(=O)C3)cc1
-4.3 | COC(=O)c1ccc(COc2cccc3c2CCN(Cc2cccc(C)c2)C3=O)o1
-3.5 | COc1ccc(OC)c(/C=C/C(=O)OCC(=O)NCc2ccccc2)c1
0.1 | COc1ccc(-n2cnnc2SCC(=O)Nc2ccc(C(N)=O)cc2)cc1
-1.2 | C=CCNC(=S)Nc1cccc(NC(=S)NCC=C)c1
0.5 | Cc1nc2c(-c3ccc(F)cc3)c(C)nn2c(C)c1CCC(=O)NCc1ccco1
-0.6 | Cc1ccc2cc(C(c3nnnn3C3CCCC3)N3CCN(c4ccccc4)CC3)c(=O)[nH]c2c1 (stereo not drawn)
5.2 | O=C(NCC1CCCCC1)c1ccc(F)c(S(=O)(=O)N2CCOCC2)c1
7.7 | CC(=O)c1cc(C#N)c(SCC(=O)OC(C)(C)C)nc1C
1.0 | Cc1cc(NC(=O)CSc2nnnn2-c2ccc(C)c(C)c2)no1
-0.8 | Cc1csc(=Nc2ccc(S(=O)(=O)N3CCOCC3)cc2)n1Cc1ccco1
10.1* | CN(C)CC#Cc1cncc(C(=O)NNC(=O)Nc2ccc(Cl)cc2)c1
1.0 | CC(C)C(C(=O)Nc1cccnc1)N1C(=O)c2ccccc2C1=O (stereo not drawn)
0.0 | COCCCNC(=O)C1CCCN(C(=O)Nc2ccc(OC)cc2)C1 (stereo not drawn)
2.7 | C=CCSc1nnc(Cc2c(C)[nH]c3ccccc23)o1
-1.2 | CC(=O)Nc1ccc(NC(=O)c2c(-c3ccccc3Cl)noc2C)cc1
-0.7 | O/N=C/c1cc(Br)cs1
15.0* | COC(=O)c1ccccc1NC(=O)NC1CCCC1
-0.3 | COc1ccc(OCC(=O)c2c[nH]c3ccccc23)cc1
0.3 | O=[N+]([O-])c1cccc(C=Nc2cc3c(cc2Br)OCCO3)c1
0.4 | COc1nc(N2CCCC2)nc(-n2nnc(C(C)=O)c2C)n1
-2.2 | CCn1c(=O)cc(SCC(=O)Nc2cccnc2)c2ccccc21
3.6 | CCOC(=O)N1CCN(c2cc(N3CCN(CC)CC3)c(F)cc2[N+](=O)[O-])CC1C (stereo not drawn)
-1.2 | Cc1ccc(-c2nnc(Cc3ccc(Cl)cc3)o2)cc1
-0.6 | CC(NCC(=O)Nc1ccccc1C(=O)NC1CC1)c1ccccc1Cl (stereo not drawn)
-2.4 | Cc1ccc(C(=O)N2CCN(c3cc4c(cc3[N+](=O)[O-])n(C)c(=O)n4C)CC2)cc1
-2.9 | Cn1c(OCc2cccnc2)nc2c1c(=O)n(Cc1ccc(F)cc1)c(=O)n2C
-0.6 | O=C(CNC(=S)N(CCCN1CCOCC1)Cc1cccs1)NC1CCCCCCC1
4.3 | Cc1cc(N2CCC[C@@H]2C)nc2ccccc12
-5.7 | COc1ccc(C(c2nnnn2C2CCCC2)N2CCC(C)CC2)cc1 (stereo not drawn)
2.4 | O=C(O)CCC(=O)N1CCN(S(=O)(=O)c2ccc3ccccc3c2)CC1
1.6 | COc1ccc(C(=O)N2CCCC(c3nc(-c4ccc(C)o4)no3)C2)cc1OC (stereo not drawn)
8.7 | O=C(COC(=O)/C=C/c1cccc(F)c1)NC1CCCCCC1
0.5 | O=C(NCc1cccc(OC(F)(F)F)c1)c1cccc2c1C(=O)c1ccc(-c3ccc(F)cc3OCc3ccccc3)cc1S2(=O)=O
-1.9 | COCCNc1nc(NCCN2CCNC2=O)c2sc(-c3ccccc3)cc2n1
1.4 | CCN1C(=O)CC(NCc2ccc3c(c2)OCO3)C1=O (stereo not drawn)
0.0 | COc1ccc(C(C(=O)NCC2CCCO2)N(C(=O)Cn2nnc3ccccc32)c2ccc(NC(C)=O)cc2)c(OC)c1 (stereo not drawn)
-1.9 | COc1ccc(-c2cc(C(=O)NCC(C)C)no2)cc1
-0.8 | COc1ccc(N2CC(NC(=O)NC(C)(C)C)CC2=O)cc1 (stereo not drawn)
0.9 | Cc1cccc(C)c1NC(=O)C1c2ccccc2OCC(=O)N1C1CC1 (stereo not drawn)
-0.5 | CSC1=NCCCN1C(=O)c1c(-c2ccccc2Cl)noc1C
-0.3 | CCCNS(=O)(=O)c1ccc(CCC(=O)N2CCN(c3ccc(OC)cc3)CC2)cc1
0.8 | CC(C)(C)C1CCc2onc(C(=O)Nc3cnn(Cc4ccc(F)cc4)c3)c2C1 (stereo not drawn)
-1.0 | CN(CC1CCOCC1)C(=O)CC1C(=O)NCCN1Cc1cccc(Oc2ccccc2)c1 (stereo not drawn)

(further entries)
TTR transcr act | SMILES
0.4 | O=C(c1ccc(Cl)cc1)N1CCN(c2cccc3[nH]ccc23)CC1
0.1 | O=C(COC(=O)Cc1ccccc1F)Nc1ccc2c(c1)OCO2
0.6 | COc1cccc(/C=C2\SC(=S)N(CCCC(=O)Nc3ccc(C(=O)O)cc3)C2=O)c1
0.7 | COC(=O)C1=C(C)N(C)C(=O)NC1c1cc(Cl)c(O)c(OC)c1 (stereo not drawn)
0.1 | CCOc1ccc(NC(=O)CN2C(=O)NC(CCc3ccccc3)C2=O)cc1OCC (stereo not drawn)
0.0 | COCN(C#N)c1nc(OC)nc(OC)n1
-0.6 | CC(C)N(c1ccccc1)c1ccc(NC(=S)NCCN(C)C)cc1
3.7 | CCC1(c2ccccc2)NC(=O)N(CC(=O)N2CCc3ccccc32)C1=O (stereo not drawn)
-1.0 | O=C(CN(C(=O)CCC(=O)Nc1nccs1)c1ccc(F)cc1)NCC1CCCO1 (stereo not drawn)
0.3 | Cc1ccnc(NC(=O)Cn2c(=O)oc3cc(S(=O)(=O)N4CCCC4)ccc32)c1
1.3 | CN(CCN1CCOCC1)Cc1nc(-c2cccs2)no1
1.2 | O=C(c1ccco1)N1N=C(c2ccc(Cl)cc2)CC1c1ccco1 (stereo not drawn)
-1.1 | O=C(c1ccc2c(c1)OCCO2)N1CCN(Cc2ccccc2)CC1
0.7 | CC(C)Cn1c(=O)c2ccccc2n2c(SCC(=O)N3c4ccccc4CC3C)nnc12 (stereo not drawn)
1.0 | COc1ccc2nc(Nc3nc(CSc4nnnn4-c4ccccc4)cc(=O)[nH]3)nc(C)c2c1
-1.4 | CCCCOc1ccc(N=Cc2cccs2)cc1
